Screening data (PubChem BioAssay)
PAFAH1B3 inh: PAFAH1B3 (human) inhibition; Q15102; inhibition, % at 3.39 µM; recombinant PAFAH1B3, FP-rhodamine probe, fluorescence polarization; 340,000 compounds, 0.28% hits;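 active = inhibition above the screen-wide average of all tested compounds plus 3 SD, cut at about 25% in these data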;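 also: 0% = enzyme with DMSO only and 100% = wells lacking PAFAH1B3 protein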
PREPL inhibitor: human PREPL enzyme inhibition. Q4J6C6. recombinant PREPL, fluorescence polarization activity-based probe. inhibition, % at 5.96 µM. 320,000 compounds, 0.68% hits; in the data active = inhibition above about 43%;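 also: 0% = enzyme with DMSO and 100% = wells lacking enzyme; many of its hits are not listed in these tables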
PAFAH1B2 FP inh: inhibitors of human PAFAH1B2 | P68402 | inhibition, % at 3.39 µM | recombinant PAFAH1B2, FP-rhodamine activity probe, fluorescence polarization | AID 492953 | 340,000 compounds, 1.2% hits;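 active = inhibition above the mean of all tested compounds plus 3 SD, cut at about 24% in these data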;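 also: 0% = enzyme with DMSO and 100% = wells lacking PAFAH1B2; many of its hits are not listed in these tables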
PME-1 inh: blocks human protein phosphatase methylesterase 1; recombinant PME-1, FP-Rh probe fluorescence polarization; inhibition, % at 5.9 µM; 320,000 compounds, 0.53% hits;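 active = inhibition above the campaign mean of all compounds plus 3 SD, cut at about 26% in these data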;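 also: competitive labeling of PME-1 active site by serine hydrolase directed probe; 0% = PME-1 with DMSO and 100% = wells lacking PME-1 enzyme; inhibitors block probe labeling so polarization falls and inhibition rises; many of its hits are not listed in these tables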
Target sequence (Q9Y570 whole entry, looked up): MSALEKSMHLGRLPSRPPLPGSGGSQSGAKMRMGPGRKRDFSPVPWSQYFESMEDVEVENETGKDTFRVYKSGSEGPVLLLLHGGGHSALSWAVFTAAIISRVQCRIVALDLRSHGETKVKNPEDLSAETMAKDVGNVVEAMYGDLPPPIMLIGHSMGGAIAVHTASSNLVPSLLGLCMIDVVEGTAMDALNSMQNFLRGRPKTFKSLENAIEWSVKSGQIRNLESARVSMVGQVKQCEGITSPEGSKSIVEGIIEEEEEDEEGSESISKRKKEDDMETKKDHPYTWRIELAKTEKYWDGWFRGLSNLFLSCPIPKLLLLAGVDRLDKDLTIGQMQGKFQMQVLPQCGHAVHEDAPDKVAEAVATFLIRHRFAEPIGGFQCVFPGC
PAD4 inh: PAD4 (human) enzyme inhibition. recombinant PAD4, RCA probe fluorescence polarization. inhibition, % at 6.36 µM. Q9UM07. AID 485272. 330,000 compounds, 0.41% hits;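 active = percent inhibition above a cutoff equal to the mean of all tested compounds plus 3 SD, cut at about 15% in these data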;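 also: 0% = PAD4 with RCA probe and DMSO and 100% = probe without PAD4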
Target sequence (Q9UM07 whole entry, looked up): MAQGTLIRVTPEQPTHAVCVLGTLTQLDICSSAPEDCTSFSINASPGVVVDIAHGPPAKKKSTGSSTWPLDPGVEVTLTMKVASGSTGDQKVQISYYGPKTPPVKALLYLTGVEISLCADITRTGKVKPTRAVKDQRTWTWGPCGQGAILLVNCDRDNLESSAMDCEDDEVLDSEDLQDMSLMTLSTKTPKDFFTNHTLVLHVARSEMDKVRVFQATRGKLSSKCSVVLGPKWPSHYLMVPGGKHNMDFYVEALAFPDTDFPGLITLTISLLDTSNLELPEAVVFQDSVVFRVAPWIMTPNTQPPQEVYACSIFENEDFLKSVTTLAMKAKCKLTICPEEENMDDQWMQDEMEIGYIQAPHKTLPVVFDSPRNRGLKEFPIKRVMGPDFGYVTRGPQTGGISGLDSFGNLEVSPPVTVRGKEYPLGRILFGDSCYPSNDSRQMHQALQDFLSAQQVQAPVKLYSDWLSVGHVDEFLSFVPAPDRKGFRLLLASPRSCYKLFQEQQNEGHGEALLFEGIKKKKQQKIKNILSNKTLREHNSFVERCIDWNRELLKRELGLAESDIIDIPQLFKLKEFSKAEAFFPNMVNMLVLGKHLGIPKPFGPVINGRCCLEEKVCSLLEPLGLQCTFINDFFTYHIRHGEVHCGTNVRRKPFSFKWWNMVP
LYPLA1 counter: LYPLA1 (human) inhibition in PME1 counter-screen; O75608; recombinant LYPLA1, FP-Rh probe fluorescence polarization; inhibition, % at 5.9 µM; 320,000 compounds, 0.16% hits; AID 2174;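 active = inhibition above the mean of all tested compounds plus 3 SD, set per campaign, cut at about 14% in these data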;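 also: inhibitors block serine hydrolase probe labeling of LYPLA1 so polarization falls; 0% = enzyme with DMSO and 100% = wells lacking LYPLA1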
pPAFAH inh: inhibitors of human plasma PAF acetylhydrolase (pPAFAH). Q13093. recombinant pPAFAH, FP-rhodamine probe fluorescence polarization. inhibition, % at 3.39 µM. 330,000 compounds, 1.5% hits;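 active = inhibition above the mean inhibition across the screen plus 3 SD, cut at about 25% in these data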;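 also: inhibitors block binding of the rhodamine activity-based probe so polarization drops; 0% = enzyme with DMSO and 100% = wells lacking pPAFAH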
GSTO1 counter: blocks human GSTO1 in RBBP9 counter-screen. P78417. recombinant GSTO1, activity-based probe fluorescence polarization. inhibition, % at 5.96 µM. 300,000 compounds, 1.1% hits. AID 1974;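 active = inhibition above the campaign mean inhibition plus 3 SD, cut at about 35% in these data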;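 also: 0% = GSTO1-1 with DMSO and 100% = wells lacking GSTO1-1 enzyme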
LYPLA2 counter: counter-screen for PME1 inhibitors: inhibitors of human LYPLA2; inhibition, % at 5.9 µM; 320,000 compounds, 0.38% hits; O95372; AID 2177; recombinant LYPLA2, FP-Rh probe fluorescence polarization;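 active = inhibition above the screen-wide mean plus 3 SD, limit set per campaign, cut at about 26% in these data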;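 also: 0% = LYPLA2 with DMSO and 100% = wells lacking LYPLA2 enzyme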
Starred values were filed as active, the others as inactive; . = no result given. The list is partial; the hit share may differ from the screen's.

Each structure is followed by: PME-1 inh, LYPLA2 counter, PAD4 inh, PREPL inhibitor, LYPLA1 counter, GSTO1 counter, PAFAH1B3 inh, pPAFAH inh, PAFAH1B2 FP inh
CNC(=O)c1[nH]cnc1C(=O)Nc1cccc(OC)c1
 : 2, 1, -5, -3, 6, -4, 7, -1, -3
CC(NC(=O)c1ccnn1C)C1CCCO1 (configuration not stated)
 : -1, -7, -1, -2, -2, 2, 6, -1, 2
CC(C)(C)c1ccc(C(=O)N2CCC(=O)N(C(COCc3ccccc3)Cc3ccccc3)CC2)cc1 (configuration not stated)
 : 9, 4, 7, 15, 5, 0, -3, 6, 17
O=c1c2c3c(sc2ncn1/N=C/c1ccccc1)CCCC3
 : 4, -3, -2, -5, -3, -4, 7, 3, 9
Cc1c(Br)c([N+](=O)[O-])nn1CC(=O)NC1CCCCCC1
 : 8, 6, 3, 2, -1, 5, 0, -2, -1
Cc1cccn2c(CN(C)C3CCCc4ccccc43)c(C(=O)N3CCOCC3)nc12 (configuration not stated)
 : 1, 1, 1, 19, 0, 4, -2, 5, 2
O=S1(=O)N=C(N/N=C/c2ccco2)c2ccccc21
 : 0, -2, -2, 7, -3, 19, 3, 1, 5
CCc1ccc(Nc2nnc(SCC(=O)NC(=O)c3cccn3C)s2)cc1
 : -3, -6, -1, 10, -5, 3, 11, 9, -1
CN(C)C(=O)CN1C(=O)C2CC=C(Cl)CC2C1=O (configuration not stated)
 : -5, 4, 4, -3, 5, -4, 5, 6, -1
CS(=O)(=O)c1ccccc1C(=O)Nc1cccc2ncccc12
 : -1, 4, 3, 6, 2, 3, 5, 7, 0
O=C(Nc1cccc(-c2cn3ccsc3n2)c1)c1ccccc1
 : -6, 5, -7, -7, -5, -9, 13, 1, 2
O=C1c2ccccc2C(=O)N1CCn1ccnc1
 : -3, 2, 2, -6, -2, 3, 6, 2, 2
Cc1cc(Nc2ccc(Br)cc2)nc(-c2ccccc2O)n1
 : 1, -11, 6, 4, -20, -4, -7, -4, -1
Cc1ccccc1-n1nnnc1SCC(=O)NCC1(N2CCOCC2)CCCCC1
 : 2, -4, 1, -3, -3, ., 0, 1, 0
CCCOc1ccc(C(=O)NCCC(=O)NCCCC(=O)O)cc1
 : -2, 0, -2, 0, 0, 11, 6, 2, -1
Cc1ccc(OCCOCCn2ccnc2)c(Br)c1
 : 7, 6, 1, -3, 2, -3, 8, -1, 6
Cc1ccccc1OCC(=O)NC1=NCCS1
 : 0, 2, -4, -24, 2, -1, 7, 2, -1
CCCCn1c(N)c(NCc2ccccc2OC)c(=O)[nH]c1=O
 : 1, -2, 4, 1, 1, -10, 6, 3, 9
O=C(COC(=O)Cc1cccs1)NCC(=O)Nc1ccc(F)cc1
 : -3, 2, 5, 5, -2, ., 42*, 5, 7
COc1ccc(OC)c(C(=O)c2ccc(C(=O)Nc3ccccc3)cc2)c1
 : -9, 18, -2, -7, 0, -5, 0, -7, 3

Four compounds picked at random from the list so far:
Each structure is followed by: PME-1 inh, LYPLA2 counter, PAD4 inh, PREPL inhibitor, LYPLA1 counter, GSTO1 counter, PAFAH1B3 inh, pPAFAH inh, PAFAH1B2 FP inh
CS(=O)(=O)c1ccccc1C(=O)Nc1cccc2ncccc12
 : -1, 4, 3, 6, 2, 3, 5, 7, 0
O=S1(=O)N=C(N/N=C/c2ccco2)c2ccccc21
 : 0, -2, -2, 7, -3, 19, 3, 1, 5
Cc1cccn2c(CN(C)C3CCCc4ccccc43)c(C(=O)N3CCOCC3)nc12 (configuration not stated)
 : 1, 1, 1, 19, 0, 4, -2, 5, 2
Cc1cc(Nc2ccc(Br)cc2)nc(-c2ccccc2O)n1
 : 1, -11, 6, 4, -20, -4, -7, -4, -1

Going on with the list.
Each structure is followed by: PME-1 inh, LYPLA2 counter, PAD4 inh, PREPL inhibitor, LYPLA1 counter, GSTO1 counter, PAFAH1B3 inh, pPAFAH inh, PAFAH1B2 FP inh
Cc1ccc(OCc2nc(C#N)c(N3CCCC3)o2)cc1
 : -2, 9, -2, 13, 3, 3, -5, 5, 13
Cc1cc(OCCCCOc2ccc(S(N)(=O)=O)c(C)c2)ccc1S(N)(=O)=O
 : -5, 13, 6, 10, 0, 6, 7, 7, 11
COc1cccc(NC(C)=[N+](C)CCNS(=O)(=O)c2ccc(Cl)cc2)c1
 : 4, 3, 2, 28, 1, 9, 1, 9, -1
O=C(COC(=O)C12CC3CC(CC(O)(C3)C1)C2)Nc1ccc(Cl)cc1F
 : -1, 2, 6, 8, 0, ., 3, 7, 2
COCc1cc(C)nc(N/N=C/c2ccc(-c3ccc(C(=O)O)c(Cl)c3)o2)c1C#N
 : -4, -3, -1, 1, 2, 1, ., 5, .
COc1ccc(/C=N/n2c(=O)[nH]c3c([nH]c4ccc(Cl)cc43)c2=O)cc1CN1CCCCC1
 : -4, -6, 0, 7, 3, -6, 1, 6, -4
Cc1ccc(-c2cc(-c3ccc4c(c3)OCO4)c(C#N)c(N)n2)o1
 : -19, -8, -7, 12, -5, 13, 1, 21, 2
Clc1ncnc2scc(-c3ccc(Br)cc3)c12
 : -3, 2, 4, 5, 1, -6, 7, 2, -4
CC(=O)N1c2c(cc(Br)cc2S(=O)(=O)Nc2c(C)n(C)n(-c3ccccc3)c2=O)CC1C (configuration not stated)
 : 3, 0, -1, 0, 1, 4, 3, 3, 4
Cc1cc(C)c2cc3c(ccn3C3OC[C@H](O)[C@H](O)[C@H]3O)cc2n1 (some centres not stated)
 : -2, 2, 1, 5, -1, -1, -3, 6, 1
COc1cc(/C=C2/SC(=S)NC2=O)ccc1OS(=O)(=O)c1ccc(C)cc1
 : -9, -7, -6, -6, -4, -51, -5, 5, 43*
N#Cc1ccc(OCc2ccc(C(=O)O)o2)cc1
 : 2, 5, -2, -14, 1, 7, 4, 2, 2
CCOC(=O)c1c(C)cc(C)n2c1nc1ccccc12
 : -3, 6, -2, -5, 2, -3, 1, 3, 0
COc1ccc(OC)c(NC(=O)c2nc3ccccc3s2)c1
 : 8, -6, -3, 8, -3, 5, 6, -2, 8
COC(C[C@H]1O[C@H]1C(=O)[C@@H](C)OCc1ccccc1)OC
 : 3, -4, -4, -2, 0, 22, 5, 2, 5
CCOP(=O)(OCC)C(NC(=O)Nc1ccc(C)cc1)C(N)=O (configuration not stated)
 : -7, 2, 3, 9, 2, 13, ., -2, .
S=C(NC1CC1)N1CCCc2ccccc21
 : -4, 8, -1, 7, -2, -4, 1, -8, 0
Cc1ccc(NC(=O)c2ccc(NCCN)c([N+](=O)[O-])c2)cc1
 : -1, 0, 4, 7, -1, 1, 1, -4, 7
O=C(OCc1c(Cl)cccc1Cl)c1ccncc1
 : -6, 8, 2, 23, 0, 3, 4, 27*, 5
Cc1cccn2c(=O)c3cc(C(=O)NCc4ccco4)c(=N)n(C4CCCCC4)c3nc12
 : -4, -2, 1, 28, -3, 7, 7, 1, 2
CCCNc1nc2c(c(=O)[nH]c(=O)n2C)n1CCOc1ccccc1
 : 2, 0, 2, 2, -1, 2, -4, -5, 1
COc1ccc(NC(=O)CCNS(=O)(=O)c2cccc3nonc23)cc1
 : 0, 1, -3, 1, -3, -5, 8, 5, 2
CCN1C(C)=C(C)S/C1=C1\SC(=S)N(NC(C)=O)C1=O
 : -1, 0, 4, 19, -4, 13, 5, 1, 3
Cc1noc(C)c1COc1ccc(C(=O)N2CCCC(C(F)(F)F)C2)cc1 (configuration not stated)
 : -5, 3, 0, -5, -2, 3, 4, 2, 9
COc1ccc(C(=O)N2CCCC(CO)(Cc3ccccc3C)C2)o1 (configuration not stated)
 : 10, 8, 3, 3, 4, 5, -1, -2, 2
Brc1ccccc1-c1nnc(COc2cccc3cccnc23)o1
 : -4, -2, -4, -1, -6, 31, 8, 6, 1
CCC(=O)Nc1nc(OC)cc(OC)n1
 : 0, 2, -1, -3, 6, 7, 8, 0, 4
CCOc1ccc(C(C(=O)NCCC(C)C)N(CCO)C(=O)c2snc(C(N)=O)c2N)cc1 (configuration not stated)
 : 2, -5, -4, -7, -1, 2, 10, 6, 5
CC1CN(C(=O)CCC(=O)NCc2ccc(Cl)cc2)c2ccccc2O1 (configuration not stated)
 : 5, 4, -3, -8, 3, 13, 3, 0, 11
[O-][n+]1onc2c1CCc1c-2nc(-c2ccccc2)n1OCc1ccccc1
 : 0, -4, -3, -8, -2, -5, 4, 0, 2

3 entries from above in another layout.
Compound,PME-1 inh,LYPLA2 counter,PAD4 inh,PREPL inhibitor,LYPLA1 counter,GSTO1 counter,PAFAH1B3 inh,pPAFAH inh,PAFAH1B2 FP inh
CCCNc1nc2c(c(=O)[nH]c(=O)n2C)n1CCOc1ccccc1,2,0,2,2,-1,2,-4,-5,1
COc1ccc(NC(=O)CCNS(=O)(=O)c2cccc3nonc23)cc1,0,1,-3,1,-3,-5,8,5,2
CCN1C(C)=C(C)S/C1=C1\SC(=S)N(NC(C)=O)C1=O,-1,0,4,19,-4,13,5,1,3

Gathered by group: those above containing an aryl thioether with sulfur outside any ring.
Each structure is followed by: PME-1 inh, LYPLA2 counter, PAD4 inh, PREPL inhibitor, LYPLA1 counter, GSTO1 counter, PAFAH1B3 inh, pPAFAH inh, PAFAH1B2 FP inh
CCc1ccc(Nc2nnc(SCC(=O)NC(=O)c3cccn3C)s2)cc1
 : -3, -6, -1, 10, -5, 3, 11, 9, -1
Cc1ccccc1-n1nnnc1SCC(=O)NCC1(N2CCOCC2)CCCCC1
 : 2, -4, 1, -3, -3, ., 0, 1, 0

The list continues.
Each structure is followed by: PME-1 inh, LYPLA2 counter, PAD4 inh, PREPL inhibitor, LYPLA1 counter, GSTO1 counter, PAFAH1B3 inh, pPAFAH inh, PAFAH1B2 FP inh
CCCCCC(=O)NC(NC(=S)N1CCOCC1)C(Cl)(Cl)Cl (configuration not stated)
 : -2, 6, -6, 7, 3, 1, -1, 0, 1
Cc1ccc(-c2csc(NC3OC(=O)c4ccccc43)n2)cc1 (configuration not stated)
 : 1, 0, 4, 3, -4, 6, 7, 6, 21
O=C(c1ccc2ccccc2n1)N(CCO)Cc1ccccc1
 : 4, -1, 3, 18, 1, -4, 7, 1, 2
Cc1ccc(CNC(=O)COC(=O)CCC(=O)c2cccs2)cc1
 : -6, 5, -3, -8, 3, 2, 5, 7, 1
Cc1ccc(NC(=O)Cn2nnc(C(=O)NCc3ccccc3)c2N)cc1C
 : -8, 5, -3, -4, -1, 4, -2, 3, 4
Cc1ccc(C(C[N+](=O)[O-])Sc2ccc(N)cc2)cc1 (configuration not stated)
 : -2, -2, 6, -9, -3, 8, 2, 0, 10
Cc1ccc(S(=O)(=O)c2c(C)nn(C(C)(C)C)c2OC(=O)c2ccco2)cc1
 : 1, 6, 5, 8, 1, -7, -1, 3, 5
Nc1cc(C(F)(F)F)ccc1C(=O)O
 : 0, 0, -4, -2, 2, 8, -2, 5, 2
Cc1cc(C)cc(C(=O)NC(CC(N)=O)c2ccc(NCCN3CCOCC3)c([N+](=O)[O-])c2)c1 (configuration not stated)
 : 3, 1, -2, -7, 0, 6, -3, 1, 14
C=CCn1c(SCC(N)=O)nc2sc3c(c2c1=O)CCC3
 : 1, 0, 1, 13, 4, 3, 9, 3, -4
Cc1coc2c(C)c3oc(=O)c(CCC(=O)NCCCN4CCOCC4)c(C)c3cc12
 : -1, -1, 2, 6, 4, 2, 4, 1, 4
Cc1nc2cc(NCc3cccs3)ccc2n1C
 : -6, 6, -5, 8, 1, 6, 4, -6, 2
CC(=O)c1cccc(OCc2cc(C(=O)N3CCSCC3)no2)c1
 : 2, 5, 35*, 11, -1, -1, 1, -4, 2
